# BAP1 inh: human BAP1 deubiquitinase inhibition | Q92560 | recombinant BAP1, Ub-AMC hydrolysis fluorescence kinetic; hits give low values | activity remaining (% of control), % at 20 µM | 0.48% of 72,000 active;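 active = activity remaining at or below 50% of control, provided the compound also passes the data quality filters; inactive = the rest, including low values that fail the filters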;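 also: 100% = DMSO wells rate and 0% = substrate alone blank rate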
# Target sequence (Q92560 whole entry, looked up): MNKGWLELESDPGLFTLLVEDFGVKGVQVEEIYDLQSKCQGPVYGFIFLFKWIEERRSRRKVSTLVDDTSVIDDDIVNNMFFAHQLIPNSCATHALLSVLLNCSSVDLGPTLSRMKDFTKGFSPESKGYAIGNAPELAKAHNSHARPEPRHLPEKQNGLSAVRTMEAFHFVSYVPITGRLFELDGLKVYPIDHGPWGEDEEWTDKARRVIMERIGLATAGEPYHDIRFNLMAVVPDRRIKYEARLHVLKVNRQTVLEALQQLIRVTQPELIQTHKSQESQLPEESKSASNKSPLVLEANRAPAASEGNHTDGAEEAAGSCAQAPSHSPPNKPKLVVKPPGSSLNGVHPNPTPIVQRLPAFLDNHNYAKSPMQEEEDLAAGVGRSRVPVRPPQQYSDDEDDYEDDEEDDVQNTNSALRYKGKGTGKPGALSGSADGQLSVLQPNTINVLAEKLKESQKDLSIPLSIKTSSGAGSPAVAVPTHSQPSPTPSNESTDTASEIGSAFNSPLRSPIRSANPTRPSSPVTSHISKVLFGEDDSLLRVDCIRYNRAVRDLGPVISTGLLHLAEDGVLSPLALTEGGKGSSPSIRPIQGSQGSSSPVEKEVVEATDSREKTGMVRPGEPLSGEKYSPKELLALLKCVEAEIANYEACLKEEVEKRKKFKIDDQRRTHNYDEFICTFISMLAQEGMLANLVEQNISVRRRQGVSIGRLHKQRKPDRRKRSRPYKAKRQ
# HePTP inh: inhibitors of human HePTP phosphatase | 0.64% of 110,000 active | inhibition, % at 20 µM | P35236 | recombinant HePTP phosphatase activity, OD absorbance | AID 521; in the data active = inhibition above about 50%;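 also: plate controls were vehicle for no effect and reference inhibitor for full effect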
# * marks the source's active call; other numbers are inactive results; x = no result given.
SMILES,BAP1 inh,HePTP inh
CC(C)Nc1nc(-c2cccnc2)nc2ccccc12,x,-7
CCCn1c(SCC(=O)Nc2nonc2C)nnc1-c1ccoc1C,98,1
c1ccc(CNc2ccc3c(c2)ncn3C2CCCCC2)nc1,105,-1
O=C(Nc1ccccc1C(F)(F)F)C(F)(F)F,x,-1
COc1ccc(OC)c(C2C(C(=O)c3sc(C)nc3C)=C(O)C(=O)N2CCN2CCOCC2)c1 (configuration not stated),59,4
CCCCOc1ccc(C(=O)NCc2ccco2)cc1,104,6
Cc1ccc(C)c(N2CCN(C(=O)C3CCCN(S(=O)(=O)c4c(C)[nH]c(=O)[nH]c4=O)C3)CC2)c1 (configuration not stated),96,6
N#CC1=C(N)N=C(SCc2ccccc2)C(C(N)=O)C12CCCCC2 (configuration not stated),96,2
COc1ccc(C(=O)N/C(=C\c2ccc(Cl)cc2)C(=O)NCCN2CCOCC2)cc1,x,-11
Cc1ncsc1CCOC(=O)c1cccnc1,x,1
Cc1cccc(NC(=O)CSC(N)=O)c1,x,7
O=c1oc2c(F)c(F)c(F)c(F)c2c2[nH]ncc12,x,-5
CCN1C(=O)C2C(c3cccc(F)c3)NC(CC)(C(=O)OC)C2C1=O (configuration not stated),92,9
CCN(CC)C(=O)Oc1ccc2c(=O)c(-c3ccccc3)coc2c1,80,-2
CCC1(CC)C(=O)N=C2c3ccccc3C(=O)N21,98,3
COc1cc(C(=O)NCc2nnc(SCC(=O)Nc3cc(C)cc(C)c3)o2)cc(OC)c1OC,87,4
COc1ccccc1C1/C(=C(\O)c2ccc3c(c2)OCCO3)C(=O)C(=O)N1CCCN(C)C (configuration not stated),100,5
Cc1ccc(N2C(=O)C3C4C=CC(C4)C3C2=O)cc1C (configuration not stated),100,2
CC(=O)c1ccc(N2CCN(C(=O)C3CCC3)CC2)cc1,89,-5
CCN(CC)C(=O)CSc1nc2ccc(NC(=O)CSc3nccn3C)cc2s1,51,12
CCOc1ccccc1/C=C1\C(=O)NC(=O)N(c2ccc(Br)c(C)c2)C1=O,x,-8
CC(C)C(=O)Nc1ccc(Cl)c(-c2nc3ccccc3[nH]2)c1,x,3
Cc1ccc(S(=O)(=O)NN2C(=O)/C(=C/c3ccc(C(=O)O)cc3)SC2=S)cc1,x,21
Cc1cc(O)cc(O)c1C(=O)Cc1cscn1,73,-2

# Filtered by structure, the entries above containing a Cl atom (2)
SMILES,BAP1 inh,HePTP inh
COc1ccc(C(=O)N/C(=C\c2ccc(Cl)cc2)C(=O)NCCN2CCOCC2)cc1,x,-11
CC(C)C(=O)Nc1ccc(Cl)c(-c2nc3ccccc3[nH]2)c1,x,3

# (cont.)
SMILES,BAP1 inh,HePTP inh
CCOC(=O)c1cc(OC(=O)c2cccs2)n(-c2ccccc2)n1,84,14
CS(=O)(=O)N(CCc1ccccc1)CC(=O)NCc1cccnc1,111,12
COc1ccc(NC(=O)CN(c2cccc(C(F)(F)F)c2)S(C)(=O)=O)cc1,x,5
C(=N\N1CCN(c2ccccn2)CC1)/c1cccs1,x,-9
CCOC(=O)c1ccccc1NC(=O)CC1Nc2ccccc2NC1=O (configuration not stated),99,-2
CCCCc1c(C)nc(N/N=C/c2cccc(OC)c2O)[nH]c1=O,x,13
Cc1nc2c(=O)[nH]ccc2[nH]1,79,x
Cc1ccc(Nc2nc(-c3ccc(S(=O)(=O)N4CCCCC4)cc3)cs2)cc1Cl,x,2
CSc1cc(/C=N/O)c(SC)s1,106,6
CCc1nccn1S(=O)(=O)c1ccc(C)c(C)c1,85,4
Cn1c(C(=O)O)c(CC(=O)Nc2ccccc2F)c2ccccc21,86,7
CCOc1cc(/C=C(\C#N)c2nc3ccccc3s2)ccc1O,x,12
O=C(c1ccco1)N1CCN(C(=O)c2ccccc2Oc2ccccc2)CC1,73,11
COc1ccccc1NC(=O)C1(c2ccccc2)CCOCC1,x,7
O=C(CN1C(=O)c2ccccc2C1=O)NCC(=O)OCC(=O)c1ccc([N+](=O)[O-])cc1,65,x
COc1ccc2c(C)nc(Nc3nc(C)cc(C)n3)nc2c1,90,1
CCC(=O)N1c2ccccc2NC2=C(C(=O)CC(C)(C)C2)C1CC1CC=C(C)C1(C)C (configuration not stated),84,x
Cc1no[n+]([O-])c1COc1ccccc1/C=C1\SC(=S)NC1=O,x,-4
Cc1ccc(N2CCn3c2nc2c3c(=O)n(CCc3ccccc3)c(=O)n2C)cc1,70,1
COc1cccc(C2C(C#N)=C(N)OC3=C2C(=O)CC(c2ccco2)C3)c1OCc1ccc(F)cc1 (configuration not stated),46*,3
COc1ccc(CNC(=O)C2CC(=O)N(c3ccc(OCC(=O)N4C(C)CCCC4C)cc3)C2)cc1 (configuration not stated),89,9
Cn1c(=O)c(-c2nc3ccccc3c(=O)[nH]2)c(O)c2ccccc21,x,12
CCOc1ccc(-n2cc(C(=O)N3CCCCCC3)c3cc(OC)c(OC)cc3c2=O)cc1,112,-2
Cc1ncc(C[n+]2csc(CCOC(=O)C3C4CC5CC(C4)CC3C5)c2C)c(N)n1 (configuration not stated),x,11

# An excerpt from above in order of their number in BAP1 inh, falling:
mol	BAP1 inh	HePTP inh
CCOc1ccc(-n2cc(C(=O)N3CCCCCC3)c3cc(OC)c(OC)cc3c2=O)cc1	112	-2
CS(=O)(=O)N(CCc1ccccc1)CC(=O)NCc1cccnc1	111	12
COc1ccccc1C1/C(=C(\O)c2ccc3c(c2)OCCO3)C(=O)C(=O)N1CCCN(C)C (configuration not stated)	100	5
CCc1nccn1S(=O)(=O)c1ccc(C)c(C)c1	85	4

# Other structures.
SMILES,BAP1 inh,HePTP inh
CC(=O)Nc1ccc(S(=O)(=O)Nc2ccccc2Br)cc1,x,10
CC(=O)c1ccc(NC(=O)/C=C/c2cccc([N+](=O)[O-])c2)cc1,x,-7
CCC(NS(=O)(=O)c1ccc(C)cc1)C(=O)Nc1ccc(NC(C)=O)cc1 (configuration not stated),98,-9
CCOc1cc(N2CCOCC2)c(OCC)cc1NC(=O)COC(=O)CCc1c[nH]c2ccccc12,120,2
CC(Nc1n[nH]c(=O)[nH]c1=O)C(=O)N/N=C/c1ccccc1Cl (configuration not stated),x,-8
Cc1[nH]c(=S)[nH]c(=O)c1CCOc1ccccc1,108,5
CCCCNC(=O)OCCNC(=O)NC,76,5
O=C(NCc1ccc2c(c1)OCO2)Nc1ccc(Cl)c(Cl)c1,x,5
N#CC1=C(SCC(=O)NC2CC2)NC(=O)C(C#N)C12CCCCC2 (configuration not stated),90,-4
O=C(Nc1ccc(Br)cc1F)C1CCN(c2nnc(-n3cccc3)s2)CC1,75,8
Cc1ccc(S(=O)(=O)N2CCN(C(=O)COc3ccc(Cl)cc3)CC2)cc1,x,-11
O=C1c2ccccc2C(=O)c2cc(-c3nc4ccccc4[nH]3)ccc21,58,x
CC1(C)CC(=O)C(C2COC3=C2C(=O)CC(C)(C)C3)C(=O)C1 (configuration not stated),x,13
C/C(CC1(O)C(=O)N(C)c2ccccc21)=N\O (configuration not stated),128,13
COc1ccc(NCc2nc3ccccc3n2Cc2ccccc2)cc1,x,10
CCCc1cc2c(-c3ccccc3)cc(=O)oc2cc1OC(C)C(=O)OC (configuration not stated),x,3
C=C(C)CSc1nnc2n(C)c(=O)c3c4c(sc3n12)CCC4,110,9
Nc1nc2nccc(-c3ccc(Cl)cc3)n2n1,x,6
N#Cc1c2c(c(-c3ccco3)[nH]c1=O)CCCC2,63,6
COC(=O)C1=C(C)N=c2s/c(=C\c3ccccc3F)c(=O)n2C1/C=C/c1ccccc1 (configuration not stated),x,-5
COc1cc(CN2CCN(S(=O)(=O)c3ccc(F)cc3)CC2)cc(OC)c1OC,117,5
COc1ccc2c(c1)CCc1c(C(=O)NCCCn3ccnc3)noc1-2,113,1
Clc1ccc(N2CCN(/N=C\C=C\c3ccccc3)CC2)cc1,x,-4
O=C1OC(c2ccccc2)=C/C1=C/c1ccc(Br)cc1,x,1
O=C(COC(=O)CCCc1c[nH]c2ccccc12)Nc1ccc2c(c1)OCO2,88,0
CCOc1cc(NC(=O)c2ccco2)c(OCC)cc1NC(=O)Cc1cccc(OC)c1,52,3
Nc1c2c(nc3ccn(Cc4ccccc4)c(=O)c13)CCC2,87,-10
O=C(NCCC1=CCCCC1)C1CCN(S(=O)(=O)c2cccs2)CC1,101,8
c1cc2c(cc1C1OCC3(CO1)COC(c1ccc4c(c1)OCO4)OC3)OCO2 (configuration not stated),x,-9
O=C/C(=C\Nc1ccc(S(=O)(=O)CCO)cc1)c1nc2cc(Cl)ccc2o1,x,12
O=C(Nn1cnnc1)c1cc2cc(Br)ccc2oc1=O,53,8
Cc1nc(SCC(=O)NCC2CCCO2)c2oc3ccccc3c2n1 (configuration not stated),99,0
O=C(c1ccc(F)cc1)N1CCN(c2ccc([N+](=O)[O-])cc2Cl)CC1,x,11
COC(=O)N1CC(C)N(C(=O)OC)CC1C (configuration not stated),98,3
CCCSc1nnc(Sc2nnnn2-c2ccccc2)s1,95,11
COc1ccccc1N/C(=N/c1nc(C)cc(C)n1)NC(C)=O,101,3

# Retrieved by structure from the entries so far (2):
SMILES,BAP1 inh,HePTP inh
CCOc1cc(NC(=O)c2ccco2)c(OCC)cc1NC(=O)Cc1cccc(OC)c1,52,3
CCc1nccn1S(=O)(=O)c1ccc(C)c(C)c1,85,4

# By substructure: the compounds so far with an aryl thioether with sulfur outside any ring
SMILES,BAP1 inh,HePTP inh
CCCn1c(SCC(=O)Nc2nonc2C)nnc1-c1ccoc1C,98,1
COc1cc(C(=O)NCc2nnc(SCC(=O)Nc3cc(C)cc(C)c3)o2)cc(OC)c1OC,87,4
CCN(CC)C(=O)CSc1nc2ccc(NC(=O)CSc3nccn3C)cc2s1,51,12
CSc1cc(/C=N/O)c(SC)s1,106,6
C=C(C)CSc1nnc2n(C)c(=O)c3c4c(sc3n12)CCC4,110,9
Cc1nc(SCC(=O)NCC2CCCO2)c2oc3ccccc3c2n1 (configuration not stated),99,0
CCCSc1nnc(Sc2nnnn2-c2ccccc2)s1,95,11

# Next part:
SMILES,BAP1 inh,HePTP inh
CN1CCN(S(=O)(=O)c2ccc(-c3ccccc3)cc2)CC1,65,3
O=C(CN1C2=NCCCN2c2ccccc21)c1cccc2ccccc12,139,x
COc1ccc2nc(NC(=S)NC(=O)c3ccco3)sc2c1,x,-3
C[C@H]1C[C@H]2[C@@H]3CCC4=CC(=O)C=C[C@]4(C)[C@@]3(Cl)[C@@H](O)C[C@]2(C)[C@@]1(O)C(=O)CO,62,6
CCN(CCNC(=O)C1CCN(S(=O)(=O)c2cccc3nsnc23)CC1)c1ccccc1,104,12
CSc1nnc2c3ccccc3n(CCc3ccccc3)c2n1,86,-3
COc1ccc(OC)c(S(=O)(=O)NCc2cn3ccsc3n2)c1,103,x
COc1ccc(CN(C2CCCC2)S(=O)(=O)c2ccc(-n3cnnn3)cc2)cc1,81,8
O=C(CN1CCOCC1)N1CCN(c2nnc(-c3ccccc3)c3ccccc23)CC1,84,8
O=C(/C=C/c1cccs1)Nc1ncc(Cc2ccc(F)cc2)s1,x,3
C=CCn1c(SCC(=O)N(CC)CC)nc(O)cc1=O,110,-8
CC1=C(C(=O)Nc2ccccc2)C(c2cccc(O)c2)NC(=S)N1 (configuration not stated),x,-5
NC(=O)c1ccccc1NC(=O)c1ccccc1,x,1
Cc1cc(C)cc(NC(=O)CSc2nnc(CNC(=O)c3cccs3)o2)c1,120,1
Nc1ccccc1-c1n[nH]c(=S)[nH]c1=O,117,x
C=CCOc1ccc(/C=C/C(=O)c2ccc(Br)cc2)cc1,x,8
Cn1c(C(=O)NCc2cccs2)cc2oc3ccccc3c21,x,-3
Cc1c(C#N)c2nc3ccccc3n2c(=O)/c1=C\c1c(O)n(-c2ccc(Br)cc2)[nH]c1=O,x,103*
O=C(Nc1cccnc1)c1cc2nc(C3CC3)cc(C(F)(F)F)n2n1,74,10
COc1cc2ccccc2cc1C(=O)Nc1ccccc1O,x,0
COC(=O)C1CCCN1C(=O)c1cccs1 (configuration not stated),107,4
CCOC(=O)Nc1ccc2c(c1)N(C(=O)OCC)c1ccccc1CC2,x,-14
Nc1nc(N)c2nc(-c3ccccc3)c(N)nc2n1,x,6
COc1cccc(-n2nnc3c(=O)n(CC(=O)NCC4CCCO4)cnc32)c1 (configuration not stated),95,5
O=C(Nc1ccc(Cl)c(Cl)c1)c1nn2c(c1Br)NC(c1cccs1)CC2C(F)(F)F (configuration not stated),x,-2
Cc1ccc(CN2CCN(C(=O)C3CCCO3)CC2)cc1 (configuration not stated),94,-8
CC(C)(C)c1onc(OCP(=O)(O)O)c1CC(N)C(=O)O (configuration not stated),96,x
CC(=O)C1=C(N2CCCCC2)CCC1=O,98,6
Cc1nc2cc(-c3ccccc3)nn2c(C)c1C,x,2
COc1ccc(-c2nc(CS(=O)CC(=O)N3CCc4ccccc4C3)c(C)o2)cc1 (configuration not stated),92,12
COc1ccc(C)cc1NC(=O)CN(c1ccccc1)S(C)(=O)=O,x,1
O=C(CCNS(=O)(=O)c1ccc(Br)s1)NC1CCCC1,94,-13
CCOC(=O)Cc1c(C)c2ccc(N(CC)CC)cc2oc1=O,x,4
CC(C)(C)c1ccc(OCCOc2ccc(/C=N/n3cnnc3)cc2)cc1,x,-13
COc1cccc(/C=C/C(=O)c2ccc(F)cc2)c1,x,0

# Source: PubChem (several laboratories)

# The order is random. Share with any hit: about 0.83%.
